PfHsp90 yeast 2 = reduces growth (ATP signal) of yeast expressing P. falciparum Hsp90; inhibition, % at 9.4 µM; S. cerevisiae expressing PfHsp90, BacTiter-Glo ATP, 48 h; yeast lacking PDR1 and PDR3 efflux regulators; 310,000 compounds, 0.32% hits;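 active means every replicate shows inhibition above about 80%, whatever the replicate mean, limit read from the data; inconclusive means mean inhibition reaches the set limit but some replicate falls short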;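 further: 0% = DMSO neutral controls and 100% = 20 µM radicicol positive controls; yeast relying on Plasmodium falciparum Hsp90 in place of its own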
SR-BI uptake up = enhances SR-BI lipid uptake from DiI-HDL | CHO ldlA[mSR-BI] cells, DiI-HDL uptake fluorescence, 3 h; 100 = double the neutral-control signal | 320,000 compounds, 0.096% hits | activation, % at 12.5 µM | AID 504775;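 active means mean replicate activation of at least 60% and every replicate at or above 60%; inconclusive means mean or all-replicate condition met, but not both; inactive means mean below 60% and not all replicates reaching 60%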;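 further: 0% = median plate neutral-control signal and 100% = twice that signal; values of inactives mirror those of a sister screen read the other way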
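System: LDL receptor-deficient CHO ldlA cells overexpressing murine SR-BI | Timing: 3 h uptake period with compound, 37 °C | Medium: HEPES-buffered (25 mM, pH 7.4) F12 plus 0.5% BSA | Dosing: Single-point compound dose | Signal: Bottom-read fluorescence, 550/595 nm | Read-out: Retained DiI signal reflecting DiI-HDL uptake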
CAL PDZ FP-1 = human CAL PDZ-peptide interaction inhibition. inhibition, % at 20 µM. purified CAL PDZ, TMR-peptide fluorescence polarization, 1 h. 330,000 compounds, 0.02% hits. AID 504414. Q9HD26;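 active means highest replicate inhibition of at least 40%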;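 further: plate controls were DMSO neutral control wells for no effect and unlabeled competitor peptide control wells for full effect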
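System: tagged CAL PDZ domain. Schedule: 1 h room-temperature incubation prior to read. Signal: fluorescence polarization (mP). Measure: percent inhibition from loss of millipolarization.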
dFosB activator = mouse delta FosB homodimer activation; AID 493131; P13346; activation, % at 25 µM; 340,000 compounds, 0.99% hits; purified delta FosB, TAMRA-CDK5 oligo fluorescence polarization; percent of positive-control signal above neutral wells;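 active means mean activation above about 17%, with every replicate also reaching it, limit read from the data, passing the limit was not always enough; inconclusive means only one of the two conditions met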;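 further: fluorescence polarization rise as delta FosB binds a TAMRA Cdk5 AP-1 oligo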
Rtt109 HAT inh = C. albicans Rtt109 histone acetyltransferase inhibition | 330,000 compounds, 0.16% hits | purified Rtt109/Vps75, ThioGlo CoA-SH fluorescence, 4 h | inhibition, % at 34.9 µM;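 active means inhibition of at least 50% in every replicate; inconclusive means best replicate reaches 50% inhibition but some replicates fall short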
Target sequence (Q5AAJ8 whole entry, looked up): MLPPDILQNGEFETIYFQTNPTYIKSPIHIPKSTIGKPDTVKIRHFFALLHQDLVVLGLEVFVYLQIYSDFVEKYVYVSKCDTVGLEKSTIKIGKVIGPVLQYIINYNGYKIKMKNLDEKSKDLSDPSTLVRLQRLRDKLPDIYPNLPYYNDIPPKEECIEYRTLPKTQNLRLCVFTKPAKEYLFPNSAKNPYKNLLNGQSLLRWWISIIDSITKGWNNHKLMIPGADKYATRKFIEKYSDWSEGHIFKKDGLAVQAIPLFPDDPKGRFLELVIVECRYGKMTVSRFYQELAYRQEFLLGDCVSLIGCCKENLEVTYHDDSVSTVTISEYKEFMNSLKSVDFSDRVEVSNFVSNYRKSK
SR-BI DiI inh = mouse SR-BI HDL lipid transfer inhibition | Q61009 | ldlA[mSR-BI] CHO cells, DiI-HDL uptake fluorescence, 3 h | inhibition, % at 12.5 µM | 320,000 compounds, 0.96% hits | AID 488896;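 active means mean replicate inhibition of at least 70% and a set share of replicates each scoring 70 or more; inconclusive means meets just one of the two criteria; inactive means fails both criteria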;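 further: 0% = median of neutral control wells and 100% = median of positive control wells; values of inactives mirror those of a sister screen read the other way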
Target sequence (Q61009 whole entry, looked up): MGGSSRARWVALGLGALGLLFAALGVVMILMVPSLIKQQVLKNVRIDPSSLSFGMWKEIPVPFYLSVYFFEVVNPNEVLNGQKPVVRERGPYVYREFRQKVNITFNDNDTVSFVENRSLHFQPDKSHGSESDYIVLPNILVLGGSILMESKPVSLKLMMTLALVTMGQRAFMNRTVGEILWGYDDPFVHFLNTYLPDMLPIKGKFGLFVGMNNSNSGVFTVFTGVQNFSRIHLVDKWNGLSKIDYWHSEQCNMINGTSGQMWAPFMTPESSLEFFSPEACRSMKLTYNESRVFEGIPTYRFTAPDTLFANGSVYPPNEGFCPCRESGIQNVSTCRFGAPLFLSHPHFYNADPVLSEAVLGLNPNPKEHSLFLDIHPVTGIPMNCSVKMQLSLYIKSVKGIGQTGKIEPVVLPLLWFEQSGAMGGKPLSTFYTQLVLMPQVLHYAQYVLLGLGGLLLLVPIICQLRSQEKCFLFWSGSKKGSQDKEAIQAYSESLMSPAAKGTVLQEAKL
NSD2 HMT inh = inhibitors of human histone methyltransferase NSD2; AID 743445; O96028; 310,000 compounds, 0.54% hits; inhibition, % at 12.5 µM; NSD2 peptide methylation, AlphaScreen, 120 min; in the data active means inhibition above about 50%
PvdQ acylase = blocks Pseudomonas aeruginosa PvdQ acylase activity | purified PvdQ acylase, fluorescence plate reader | inhibition, % at 10 µM | 340,000 compounds, 0.063% hits | AID 488965; in the data active means inhibition above about 30%, passing the limit was not always enough; inconclusive means no clear call, values can overlap the other calls;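 further: 0% = vehicle neutral wells and 100% = reference inhibitor wells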
CAL PDZ FP-2 = blocks peptide binding to the human CAL PDZ domain; 300,000 compounds, 0.92% hits; inhibition, % at 24.9 µM; purified CAL PDZ, TMR-peptide fluorescence polarization, 1 h; Q9HD26; AID 602252;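 active means mean inhibition of at least 30% with at least half of replicates also reaching 30%; inconclusive means no clear call, values can overlap the other calls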;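 further: 0% = DMSO neutral control and 100% = excess unlabeled competitor peptide PRC23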
MITF act = activators of MITF-driven TRPM1 promoter activity in SK-MEL-5 cells. SK-MEL-5 TRPM1-promoter luciferase, 24 h; % of positive control, neutral wells = 0. activation, % at 12.5 µM. 300,000 compounds, 0.75% hits;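 active means mean activation of at least 80% with every replicate also reaching 80%; inconclusive means mean reaches 80% but some replicate falls short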;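 further: 0% = neutral control wells and 100% = parthenolide positive control wells; values of inactives mirror those of a sister screen read the other way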
The depositor's hits bear a star; ? = inconclusive; . = no result given.

PfHsp90 yeast 2 | SR-BI uptake up | CAL PDZ FP-1 | dFosB activator | Rtt109 HAT inh | SR-BI DiI inh | NSD2 HMT inh | PvdQ acylase | CAL PDZ FP-2 | MITF act | smiles
12.1 | 13.8 | -0.2 | -1.9 | -0.6 | -13.8 | 2.0 | -16.7 | 1.9 | 16.8 | COc1ccccc1COCC(O)CN1CCCCC1CO (stereo unspecified)
10.6 | 1.2 | 0.8 | 6.7 | -1.4 | -1.2 | 1.6 | 13.0 | -1.9 | 0.4 | OC(COc1cccc2ccccc12)CN1CCN(c2ccccc2Cl)CC1 (stereo unspecified)
. | 0.2 | -0.6 | -0.4 | 9.6 | -0.2 | 0.2 | -10.9 | -0.6 | -7.7 | c1cc(CNC23CC4CC(CC(C4)C2)C3)ccn1
24.5 | . | -2.8 | -1.3 | 10.7 | . | -2.4 | -5.9 | 0.0 | 6.1 | O=C(CSc1cccc[n+]1[O-])NN(c1ccccc1)c1ccccc1
9.0 | 21.5 | -4.0 | -13.2 | 1.8 | -21.5 | . | -8.6 | -6.4 | 6.5 | C=CCCCCCCCCC(=O)Nc1c[nH]c(=O)[nH]c1=O
15.8 | 19.8 | -0.5 | 1.5 | -3.9 | -19.8 | -3.4 | -3.8 | 4.0 | 14.3 | CCC(C(=O)NCCCN1CCOCC1)n1c2ccccc2c2nc(=O)cc(C)n21 (stereo unspecified)
-0.9 | -11.9 | . | -1.1 | -4.4 | 11.9 | -3.7 | -5.6 | -2.4 | -4.8 | O=S(=O)(c1ccc2ccccc2c1)N1C=CC(C(F)(F)F)=NCC1
. | -0.8 | -2.8 | -6.8 | -14.8 | 0.8 | -0.3 | -7.9 | -2.1 | -5.3 | COc1ccc([N+](=O)[O-])cc1NC(=O)COC(=O)C=C(C)C
0.8 | -2.8 | -0.4 | -0.6 | -6.8 | 2.8 | -0.9 | -4.7 | -0.1 | -2.1 | Cc1c(NS(=O)(=O)c2cccc(C(=O)OCC(=O)c3ccc(Cl)cc3)c2)c(=O)n(-c2ccccc2)n1C
. | 15.3 | 0.5 | -2.1 | -5.7 | -15.3 | 0.3 | -10.4 | . | -5.6 | CCCCOC(=O)C1C2CCC(O2)C1C(=O)OCC (stereo unspecified)
-11.3 | 18.3 | -0.7 | -10.3 | -85.2 | -18.3 | -0.2 | 3.3 | 8.9 | 12.7 | CCOCCCn1c(=N)c(S(=O)(=O)c2ccccc2)cc2c(=O)n3cc(C)ccc3nc21
7.8 | 7.9 | -1.4 | 7.3 | 10.6 | -7.9 | 2.8 | 1.7 | . | . | Nc1ncccc1OCc1ccc(Cl)c(Cl)c1
4.6 | 7.2 | -0.5 | 3.7 | -0.7 | -7.2 | 20.9 | -7.9 | -0.7 | 1.8 | CN(C(=O)CSC1=NCCS1)c1ccccc1
-41.9 | 21.4 | -1.4 | -8.2 | -4.5 | -21.4 | -0.4 | -11.4 | -0.1 | -0.7 | O=C(CN(Cc1ccccc1)S(=O)(=O)c1ccccc1)NC1CC1
22.8 | . | -1.3 | -10.3 | -0.3 | . | 6.4 | -9.6 | . | 8.0 | COc1cc(CNCCN(C)C)c(Br)cc1OC1CCCC1
-13.8 | 6.9 | . | 1.3 | 0.4 | -6.9 | . | -0.5 | -4.8 | 6.1 | CCN(CC(=O)NCc1ccc(Cl)cc1)S(=O)(=O)c1ccc(F)cc1
10.6 | 3.6 | 0.1 | -5.0 | 6.1 | -3.6 | 0.1 | -5.5 | -1.9 | -3.0 | COc1ccc(S(=O)(=O)N(CC(=O)NCCCN(C)C)c2ccc(C)cc2)cc1OC
31.8 | -10.1 | -2.0 | -3.8 | . | 10.1 | 1.9 | -0.1 | -2.9 | -3.5 | CCOC(=O)c1c(C)c(C(=O)NCc2ccc(OC)cc2)c(C)n1C
. | 16.3 | -1.3 | -4.0 | -8.1 | -16.3 | -0.7 | 6.6 | . | 1.0 | CCOC=C1C(=O)N(C(C)=O)c2cc(OC)c(OC)cc21
-24.2 | -4.4 | 1.0 | 0.1 | 10.1 | 4.4 | -2.9 | 4.5 | -1.8 | -2.9 | O=C(Nc1ccccc1Sc1ccccc1)c1ccccc1
-0.4 | -81.3 | -0.6 | -3.7 | 0.3 | 81.3* | 4.6 | -22.8 | -7.7 | . | C=C(CN(C)C)C(=O)c1cc(C)ccc1C
4.3 | 5.4 | -1.7 | -2.0 | -21.5 | -5.4 | -1.4 | 3.8 | 3.3 | 1.4 | C=CCn1c(SCC(=O)Nc2ccc3c(c2)CCC3)nc2ccccc2c1=O
-21.6 | 8.0 | -1.2 | 1.3 | -1.5 | -8.0 | -2.4 | -6.4 | -3.1 | . | C/C(=N\NC(=O)NC1CCCCC1)c1ccc(Cl)s1
-0.1 | -27.8 | -3.1 | -3.1 | -2.2 | 27.8 | 2.7 | -4.5 | 0.1 | -17.3 | CCC1C/C(=C/c2cccs2)C(=O)/C(=C/c2cccs2)C1 (stereo unspecified)

Continued (3 carried over from the part before).
PfHsp90 yeast 2 | SR-BI uptake up | CAL PDZ FP-1 | dFosB activator | Rtt109 HAT inh | SR-BI DiI inh | NSD2 HMT inh | PvdQ acylase | CAL PDZ FP-2 | MITF act | smiles
4.3 | 5.4 | -1.7 | -2.0 | -21.5 | -5.4 | -1.4 | 3.8 | 3.3 | 1.4 | C=CCn1c(SCC(=O)Nc2ccc3c(c2)CCC3)nc2ccccc2c1=O
-21.6 | 8.0 | -1.2 | 1.3 | -1.5 | -8.0 | -2.4 | -6.4 | -3.1 | . | C/C(=N\NC(=O)NC1CCCCC1)c1ccc(Cl)s1
-0.1 | -27.8 | -3.1 | -3.1 | -2.2 | 27.8 | 2.7 | -4.5 | 0.1 | -17.3 | CCC1C/C(=C/c2cccs2)C(=O)/C(=C/c2cccs2)C1 (stereo unspecified)
-3.2 | -7.7 | -1.8 | -4.3 | -30.5 | 7.7 | -3.5 | -2.7 | . | . | COc1ccc2oc(=O)c(C(=O)NC(C)c3ccccc3)cc2c1 (stereo unspecified)
3.4 | 26.0 | -1.3 | 1.7 | 4.5 | -26.0 | -0.5 | -1.2 | 0.4 | -10.6 | O=C(Nc1ccc(Cl)c(Cl)c1)c1csc(-c2ccccc2)n1
6.4 | -13.5 | -0.5 | -10.2 | -5.9 | 13.5 | -1.6 | -1.0 | -1.9 | 22.2 | CC(C)C(NC(=O)c1ccccc1F)C(=O)OCC(=O)c1ccc(F)cc1 (stereo unspecified)
23.2 | 33.3 | 32.6 | -0.7 | -4.3 | -33.3 | 0.2 | -1.9 | -3.1 | -2.3 | O=C(NCCc1ccccc1)C1CCC(=O)N(CCCN2CCCC2=O)C1 (stereo unspecified)
. | 10.7 | -2.5 | -2.1 | . | -10.7 | 3.5 | -15.6 | 0.1 | . | NC(=O)C1CC=CCC1C(=O)OCC(Cl)=C(Cl)Cl (stereo unspecified)
8.7 | 7.4 | -3.3 | -19.1 | 19.8 | -7.4 | 0.5 | 8.7 | -3.4 | -11.4 | COc1ccccc1CN(Cc1cc2cc(C)cc(C)c2[nH]c1=O)Cc1nnnn1CC1CCCO1 (stereo unspecified)
4.5 | -6.9 | -3.1 | 4.5 | . | 6.9 | 0.6 | -3.6 | 3.6 | 5.0 | Cc1ccc(NS(=O)(=O)c2ccc(OCC(=O)N3CCOCC3)cc2)cc1
6.6 | -10.4 | -0.7 | -6.0 | 0.0 | 10.4 | -1.1 | 6.3 | -0.4 | . | CCCn1c(Oc2ccccc2)nc2c1c(=O)n(C)c(=O)n2C
4.1 | 26.8 | . | -0.2 | 12.8 | -26.8 | . | 9.9 | -4.7 | -8.6 | CCOCCOC(=O)C(C)Sc1n[nH]c(=O)[nH]c1=O (stereo unspecified)
-5.9 | 15.4 | -0.8 | -1.4 | -7.3 | -15.4 | -1.2 | 4.2 | -1.0 | 14.5 | COCCNC(=O)c1c[nH]c2ccc(S(=O)(=O)N3CCC4(CC3)OCCO4)cc2c1=O
. | 6.7 | 0.4 | -3.9 | -4.1 | -6.7 | 4.1 | -12.0 | -2.2 | 7.5 | Cc1ccc(NC(=O)C(C)Sc2nnc3ccccn23)cc1 (stereo unspecified)
12.0 | -27.4 | -4.1 | -0.2 | -13.6 | 27.4 | -3.3 | -9.0 | . | 1.3 | CCn1nc(NC(=O)c2ccncc2)c2cc3ccc(C)cc3nc21
11.4 | 2.4 | -0.1 | 4.6 | -22.6 | -2.4 | 2.8 | -4.2 | -1.2 | -4.0 | CC1(C)CC(=O)C2=C(C1)N(N1CCOCC1)C(N)=C(C#N)C2c1cccnc1 (stereo unspecified)
13.2 | -13.0 | -1.1 | 0.2 | 0.9 | 13.0 | 5.4 | -8.5 | 1.9 | 3.4 | COC(=O)c1ccc(NC(=S)Nc2ccc(O)cc2)cc1
-13.7 | -39.1 | -2.6 | -8.8 | -4.6 | 39.1 | -0.5 | -19.5 | 3.1 | 3.3 | CCS(=O)(=O)c1ccc2oc(Nc3cc(C)cc(C)c3)nc2c1
2.8 | 18.0 | -0.4 | -6.2 | -1.6 | -18.0 | -1.1 | -13.6 | . | -7.7 | CCN(Cc1ccccc1)C(=O)c1ccc(N(C)S(=O)(=O)c2ccc(C)cc2)cc1
-3.2 | -7.7 | -2.4 | -1.7 | 4.5 | 7.7 | -3.1 | -13.9 | 3.7 | -4.1 | O=C(C1CCC1)N1CCCc2cc(S(=O)(=O)N3CCN(c4ccccc4)CC3)ccc21
-6.9 | 5.9 | -0.8 | -11.2 | 7.8 | -5.9 | . | -9.8 | -4.5 | . | CCN(CC)S(=O)(=O)c1ccc(NC2c3ccccc3C(=O)N2CCN2CCOCC2)cc1 (stereo unspecified)
3.4 | -9.6 | -3.8 | 6.4 | -8.4 | 9.6 | -7.5 | -18.3 | -3.8 | 20.1 | O=C(CCC(=O)Nc1nnc(C2CCCCC2)s1)Nc1ccc(F)cc1
29.0 | 6.4 | -3.0 | -11.4 | -7.7 | -6.4 | 2.0 | -2.3 | -2.4 | 2.9 | C=CCn1c(CCC(=O)O)ccc1-c1ccc(OC)cc1
17.7 | 13.7 | -3.8 | -3.2 | -3.6 | -13.7 | -2.7 | -17.1 | -48.4 | -0.4 | COC(=O)Nc1ccc(OCC(=O)N2CCOCC2)cc1
-23.0 | -1.4 | -1.6 | -6.3 | -9.5 | 1.4 | -3.4 | -7.0 | 1.6 | 37.0 | Oc1ccc(Br)cc1C1Nc2ccccc2S1 (stereo unspecified)
-57.7 | -13.5 | -0.7 | -6.8 | -0.6 | 13.5 | 0.7 | 6.1 | -1.7 | ? | N#C/C(C(=O)N1CCCCC1)=C1\Nc2ccccc2S1

Source: PubChem (Broad Institute)
